Screening data (PubChem BioAssay)
a7 integrin act – qHTS for Activators of Integrin-Mediated Alleviation for Muscular Dystrophy | alpha7betagal myoblasts, beta-gal FDG fluorescence, 48 h | Potency, µM (top dose mostly 38.3 µM), without a hit: top-dose activation, actives largely listed as activators | 350,000 tested, 0.064% active;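 note: potency is the fitted concentration of half-maximal effect; 100% = response of the positive control SU9516; nearly all actives have a fitted effect of over 60% in size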
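Alpha7betagal+/- myoblasts (passage 13) were plated 16-24 hr, then exposed to compounds (1:260 dilution of DMSO stock) for 48 hours at 37C. After MPER lysis, β-galactosidase reporter activity was read as FDG fluorescence (ex 480/em 540) after 30 minutes.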
TCR activator – Activators of T cell receptors: qHTS campaign. primary human leukocytes, anti-CD3, IL-2 HTRF, 48 h. Potency, µM (doses to about 9.22 µM), for inactives: at the highest dose activation of IL-2 secretion, hits mostly activators. 330,000 tested, under 10 active; note: % of control where 0% means no effect
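Human primary leukocytes + a-CD3 beads + cpd, 48 hr; IL-2 in supernatant by HTRF (ex 320nm / em 665nm). No co-stimulatory signal supplied.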
A-T KAP1 phos – qHTS Assay for Identifying a Potential Treatment of Ataxia-Telangiectasia. […] A-T fibroblasts, KAP-1 phosphorylation AlphaLISA; neocarzinostatin DNA damage 30 min before lysis. 320,000 tested, 0.19% active. Potency, µM (highest dose often 57.5 µM), for the others: top-dose activation, most hits filed as activators; note: potency is the fitted concentration of half-maximal effect; % of control where 0% means no effect; nearly all actives have a fitted effect of over 45% in size
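hTERT-immortalized A-T patient fibroblasts ([…]), 500 cells/well in OPTI-MEM, 1% FBS, got compounds for 60 min, then NCS for 30 min at 37C. Lysates were then assayed for phospho-KAP-1 by AlphaLISA (anti-pKAP1 donor, anti-KAP1 acceptor beads), 6 hr at 25C.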
TSG101-PTAP inh – qHTS Assay for Iinhibitors of HIV-1 Budding by Blocking the Interaction of PTAP/TSG101 | Tumor susceptibility gene 101 protein (Homo sapiens), Q99816 | Fluorescence polarization, FITC-PTAP peptide / Tsg101 binding | Potency, µM (highest dose often 115 µM), without a hit: top-dose activity change, negative = inhibition, most hits filed as inhibitors | 340,000 tested, under 10 active; active = well fitted inhibition curve with a large enough effect in the main read-out, with a control signal flat, not every such curve was filed as active; inconclusive = small, poorly fitted or top-dose-only effect, or effect the other way, or a change in a side signal; inactive = no such curve, though single readings can be large or run the other way; note: potency is the fitted concentration of half-maximal effect; % of control where 0% means no effect
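FP read-out: FITC-PTAP peptide, 50 nM final, binding Tsg101 binding domain, 10 uM final; 20 min, r.t.; 10 mM HEPES pH 7.5, 0.15 M NaCl, 0.01% Tween 20, 3 mM EDTA, 0.1 mM TCEP.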
Menin-MLL TR inh – qHTS Assay for Inhibitors Targeting the Menin-MLL Interaction in MLL Related Leukemias: Competition With Texas Red Labeled MLL-derived Mutant Peptide | O00255 | Potency, µM (doses to about 61.6 µM), without a hit: at the highest dose FP activity change, negative = inhibition, most hits filed as inhibitors | Menin + Texas Red MLL mutant peptide, fluorescence polarization | 270,000 tested, 0.23% active; active = well fitted inhibition curve with a large enough effect in the polarisation, with a control signal flat, not every such curve was filed as active; inconclusive = small, poorly fitted or top-dose-only effect, or effect the other way, or a change in a side signal; inactive = no such curve, though single readings can be large or run the other way; the % refers to the polarisation; note: potency is the fitted concentration of half-maximal effect; % of control where 0% means no effect; many of its hits are not listed in these tables
TSHR antagonist – Antagonists of the Thyroid Stimulating Hormone Receptor: HTS campaign; Thyrotropin receptor (Homo sapiens), P16473; TSHR-expressing cells, TSH-stimulated cAMP HTRF, 2 h; hits give low values; activity change, negative = inhibition, % at 11.5 µM; 330,000 tested, 0.2% active; AID 504810, 2011;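 active = activity change below a set negative limit, meaning inhibition stronger than a set level, cut at about -70% in these data; inconclusive = activity change between two set negative limits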; note: % is set by controls: 0 for no effect and ±100 for the full control effect
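TSHR-expressing cells were treated with compounds, then stimulated with TSH at EC80 (4nM final) for 2 hours at 37 deg C. Cellular cAMP was measured by HTRF competition between lysate cAMP and cAMP-d2 for a cryptate-labelled anti-cAMP antibody.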
Mito fusion yeast – qHTS Assay for Small Molecule Inhibitors of Mitochondrial Division or Activators of Mitochondrial Fusion. S. cerevisiae fusion-defective mutant growth rescue, CellTiterGlo 48 h. Potency, µM (highest dose often 46.1 µM), for inactives: top-dose growth rescue (activation), actives largely listed as activators. 320,000 tested, 0.23% active. AID 485298, 2010;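 note: potency is the fitted concentration of half-maximal effect; % of control where 0% means no effect; nearly all actives have a fitted effect of over 45% in size; temperature-sensitive fusion mutants such as fzo1-1 at 37 °C on non-fermentable ethanol glycerol medium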
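Luminescent cell viability in 1536-well qHTS format served as the measure of rescued growth in ts fusion-mutant S. cerevisiae cultured on non-fermentable YPEG for 48 hours at 37C.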
ASM inhibitor – Inhibitors of Secretory Acid Sphingomyelinase (S-ASM): qHTS | Potency, µM (titrated, usually from 57.5 µM), for the others: at the top dose activity change, negative = inhibition, actives largely listed as inhibitors | placental ASM, HMU-PC fluorogenic substrate, 60 min | 340,000 tested, 0.006% active; note: potency is the fitted concentration of half-maximal effect
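Human placenta-derived ASM preincubated with compound 10 min at room temperature, then reacted with 9 uM (final) fluorogenic HMU-PC substrate for 60 min at 37 C. Stop solution raises pH to 10; fluorescence read at Ex 386/Em 447 nm.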
MLL CXXC-DNA inh – qHTS Fluorescence Polarization Assay for Inhibitors of MLL CXXC domain - DNA interaction; MLL-CXXC / FITC-HOXA9 DNA fluorescence polarization; Potency, µM (titrated, usually from 115 µM), without a hit: top-dose activity change, negative = inhibition, actives largely listed as inhibitors; 290,000 tested, 0.037% active; Histone-lysine N-methyltransferase 2A (Homo sapiens), Q03164; active = well fitted inhibition curve with a large enough effect in the polarisation, with a control signal flat, not every such curve was filed as active; inconclusive = small, poorly fitted or top-dose-only effect, or effect the other way, or a change in a side signal; inactive = no such curve, though single readings can be large or run the other way; the % refers to the polarisation; note: potency is the fitted concentration of half-maximal effect
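Steps: dispense CXXC domain solution (7 uM) → pin compounds or unlabeled HOX-A9 DNA control → 5 min ambient → add FLSN-HOX-A9 solution (50 nM) → spin → 30 min ambient → fluorescence polarization. Tris pH 7.5/NaCl/DTT/BSA buffer.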
MBNL1 CUG block – qHTS Assay for Inhibitors of MBNL1-poly(CUG) RNA binding | Potency, µM (titrated, usually from 57.5 µM), for inactives: at the highest dose activity change, negative = inhibition, most hits filed as inhibitors | 280,000 tested, 0.036% active | AID 2675, 2010 | Muscleblind-like protein 1 (Homo sapiens), Q9NR56 | TR-FRET MBNL1-His/biotin-(CUG)12 binding, 665/545 ratio; active = well fitted inhibition curve with a large enough effect in the signal ratio, with a control signal flat, not every such curve was filed as active; inconclusive = small, poorly fitted or top-dose-only effect, or effect the other way, or a change in a side signal; inactive = no such curve, though single readings can be large or run the other way; the % refers to the signal ratio; note: potency is the fitted concentration of half-maximal effect; % is set by controls: 0 for no effect and ±100 for the full control effect
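TR-FRET readout: Ex 340 nm, 665/545 nm emission ratio, normalized to buffer-only (basal) and MBNL1-(CUG)12 controls. Complex of MBNL1-His with Biotin-(CUG)12, compounds 92 nM–58 uM, incubated 60 min at room temperature.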
Active calls of the source: *; ? = inconclusive; . = not tested or not shown; & = joins results of further samples; [ ] = dose if it differs, or a comment. Unless noted, calls come from the whole dose curve; as a rule, active = well fitted curve in the direction sought with a large enough effect; inconclusive = small, poorly fitted or top-dose-only effect, or another doubt; inactive = no such curve, though single readings can be large; an effect the other way counts as inactive or inconclusive. An excerpt; count on the stated rates, not on these rows.

Compound | a7 integrin act | TCR activator | A-T KAP1 phos | TSG101-PTAP inh | Menin-MLL TR inh | TSHR antagonist | Mito fusion yeast | ASM inhibitor | MLL CXXC-DNA inh | MBNL1 CUG block
CCC(Sc1nncn1C)C(=O)Nc1nnc(-c2ccc(Cl)cc2)s1 (configuration not stated) | 21% | 1% | -2% | -3% | -3% | -2 | 1% | 4% | -5% | -5%
N#CC(C(=O)C1CCCCC1)c1nc2ccccc2[nH]1 (configuration not stated) | 24% | 6% | 2% | 0% | 12% | -6 | 19% | -10% | 4% | -6%
N#Cc1cc(C(=O)c2cc(Br)ccc2O)cn(Cc2ccccc2)c1=O | 8% | . | 0% | -1% | -29% | -9 | -4% | 17% | 3% | -2%
O=C(C1CCN(S(=O)(=O)c2cnc[nH]2)CC1)N1CCN(c2ncccn2)CC1 | 24% | -7% | 0% | -3% | 13% | 5 | 1% | -1% | 4% | -9%
O=C1C=CN(C(=O)Oc2ccccc2)CC1 | -16% | 1%[46.1 µM] | 12% | 0% | 1% | 1 | -25% | 3% | 6% | .
Cc1ccc(-c2noc(CCCc3ccccc3)n2)cc1 | 19% | -2% | ? | -6% | -4% | 9 | -1% | -1% | 2% | -17%
CCNC(=O)c1c(NC(C)=O)sc2c1CCCC2 | 15% | -3% | -6% | -6% | -1% | -3 | 2% | 1% | -1% | -17%
O=C(N/N=C/c1cccnc1)C(=O)N1CCCCCC1 | ? | -2% | -19% | -2% | . | 4 | -4% | 1% | -2% | 0%
O=C(CCC(=O)Nc1ccccc1Cl)NNC(=O)c1ccccc1[N+](=O)[O-] | -5% | -8% | -19% | -6% | 6% | 15 | -6% | 5% | -1% | ?
CCOc1ccc(/C=N/n2c(C3CCCCC3)n[nH]c2=S)cc1 | 0% | 7% | -6% | -1% | -2% | -4 | -18% | -6% | 4% | -4%
c1ccc2cc3[nH]c(CN4CCCCC4)nc3cc2c1 | 9% | 2% | 0% | 1% | 2% | -3 | 0% | 3% | 10% | ?
O=C(Nc1cccc(NC(=O)c2cccc(F)c2)n1)c1cccc(F)c1 | -16% | 8% | 7% | 1% | ? | -16 | 29% | -8% | -4% | -4%
COc1cc(Cl)c(C)cc1NC(=O)CSc1nnc(CCC(=O)O)c(=O)[nH]1 | 3% | 4% | -3% | -2% | 13% | 42 | 3% | 9% | 13% | -4%
O=c1[nH][nH]cc1C=Nc1ccccc1Cl | 6% | -3% | 10% | 1% | 11% | 6 | 7% | -1% | 6% | -3%
COc1ccc(C2/C=C\CN(CC3CC3)CC(=O)N2Cc2ccc(F)cc2)cc1 (configuration not stated) | 12% | 1% | 6% | . | . | 6 | -7% | 3% | 4% | -6%
COc1ccc(C2C(C(=O)Nc3cccc(C)n3)CCC(=O)N2c2ccc(OC)cc2)cc1 (configuration not stated) | 12% | -1% | 2% | -2% | -9% | -4 | -1% | -2% | 2% | -1%
OCC1(Cc2ccccc2)CCN(CCCC2CCCC2)CC1 | 10% | -1% | 7% | -3% | -3% | -7 | -7% | 2% | 0% | -7%
CCCCOc1ccc(OC(=O)Nc2cc(Cl)ccc2OC)cc1 | -48%[inhibitor] | -7% | -17% | -9% | 47%[activator] | 15 | -14% | -1% | 5% | -3%
COc1ccc(-c2cc3c(=O)n(CC(=O)NCCCN4CCC(Cc5ccccc5)CC4)ncn3n2)cc1 | -46%[inhibitor] | -1% | -5% | 1% | . | 11 | -10% | -3% | 9% | -3%
O=[N+]([O-])c1cc(-c2n(-c3ccccn3)c3ccccc3[n+]2-c2ccccn2)ccc1Cl | -16% | 4% | 11% | -3% | -17% | 4 | -8% | 7% | -26% | 17%
O=C(CSc1ncnc2c1cnn2-c1ccccc1Cl)N1CCN(C(=O)c2ccco2)CC1 | -22% | 1% | 4% | -4% | -10% | -10 | 0% | -2% | 0% | 8%
Cn1c2ccccc2c2nnc(SCC(=O)NCc3ccoc3)nc21 | 37% | -2% | 4% | -3% | 4% | -6 | 3% | -1% | 0% | ?
O=C(CCCc1ccccc1)c1ccc2c(c1)OCCO2 | -4% | -1%[46.1 µM] | 8% | 0% | 7% | -24 | 2% | 15% | -4% | 5%
CCOc1ccc(N(CC(=O)Nc2ccc(C)c(Cl)c2)S(C)(=O)=O)cc1 | 37% | -1% | -14% | 1% | 4% | -1 | -6% | -5% | -7% | 6%
Cn1nc(CC(=O)NC2CCCCC2)c2ccccc2c1=O | -1% | -2%[46.1 µM] | 16% | -8% | -2% | 4 | 8% | -1% | -1% | -16%
O=C(NCC(c1cccs1)N1CCOCC1)c1cc(-c2ccccn2)nc2ccccc12 (configuration not stated) | 15% | 0% | 6% | -4% | . | 3 | 8% | 1% | -2% | -10%
Cc1sc2ncnc(OCC(=O)N3CCN(S(=O)(=O)c4ccccc4)CC3)c2c1C | 20% | -2% | 0% | -1% | -6% | -13 | 0% | -5% | 12% | -12%
CC(C)NC(=O)c1nc2ccccc2s1 | 10% | 3% | -2% | -11% | 6% | . | 8% | 2% | 6% | 7%
CCn1cc(C(=O)NCCc2ccccc2)c(=O)c2cc(S(=O)(=O)N3CCCC3)ccc21 | 25% | 2% | -4% | -3% | 0% | -9 | 5% | -10% | -2% | -1%
O=C(c1ccc(Br)cc1)N1CCCC1 | 37% | 2% | . | -6% | -20% | . | -2% | 5% | -5% | -6%
COc1cc2nncc(SC)c2cc1OC | -53%[inhibitor] | 2% | . | -5% | . | . | . | -3% | . | .
CCOC(=O)c1ccc(N2C=C(C(=O)OC)C(c3cccc(O)c3)C(C(=O)OC)=C2)cc1 | 17% | 2% | 14% | 0% | -21% | -6 | -12% | 482%[activator] | -6% | ?
COC(=O)[C@@H](NC(=O)NC1CCCc2ccccc21)C(C)C (some centres not stated) | -8% | 5% | 2% | -4% | 1% | 7 | -4% | 3% | 3% | 1%
COc1ccc(S(=O)(=O)N2CCOC2CNC(=O)C(=O)NCc2cccnc2)cc1C (configuration not stated) | 9% | -4% | -2% | -7% | . | 0 | -3% | -3% | 0% | 7%
Cc1ccc(C(=O)c2cc([N+](=O)[O-])ccc2N2CCCCC2)cc1 | -32% | 2%[46.1 µM] | -6% | -3% | -3% | 4 | 30% | -11% | 10% | .
O=c1c2c3nc4ccccc4nc3n(/N=C/c3cccs3)c2ncn1-c1ccccc1 | . | . | 1% | . | 33% | -4 | 22% | . | 3% | ?
CCOC(=O)C1=CC[C@]2(C)c3c(c4ccccc4n3C)C(=O)C1N2C | 19% | 3% | -6% | 3% | . | 3 | -6% | 3% | . | .
COc1cccc(-c2ccc3ncnc(N(C)Cc4ccco4)c3c2)c1 | . | -3% | -7%&-17% | 0% | -17% | 7&9 | 11%&11% | -1% | . | .
CC1CCc2ccccc2N1CC(=O)Nc1cccc(S(=O)(=O)N2CCCC2)c1 (configuration not stated) | -9% | -3% | 8% | 3% | . | -8 | 8% | -5% | . | .
NNc1ccc(Cc2ccc(Cl)cc2Cl)nn1 | -19% | -8% | 4% | -5% | 7% | 15 | 1% | 0% | 16% | -5%
CCOP(=O)(OCC)c1nc(-c2ccccc2Cl)oc1N1CCOCC1 | -15% | 10% | 2% | -1% | -13% | 3 | 4% | 0% | -3% | -3%
O=C(CSc1nc2ccccc2[nH]1)Nc1ccc2c(c1)CCC2 | -22% | -6%[46.1 µM] | -9% | -2% | 26% | 33 | 13% | -7% | 3% | ?
COc1ccc(CNC(=O)CN2CCC(n3nnc4cc(F)ccc43)CC2)cc1 | -22% | 5% | 7% | -5% | -14% | -6 | 3% | 2% | 6% | -7%
